# EPAC1 antagonist: qHTS for Antagonist of cAMP-regulated guanine nucleotide exchange factor 3 (EPAC1): primary screen. Potency, µM (titrated, usually from 115 µM), without a hit: top-dose activity change, negative = inhibition, usual class: inhibitors. AID 720709, 2013. EPAC1 GEF assay, Rap1b-BODIPY-GDP exchange fluorescence. 360,000 compounds, 0.14% hits;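 further: plate controls were vehicle for no effect and positive control for full effect; nearly all actives have a fitted effect of over 50% in size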
# EPAC1 ag: qHTS for Agonist of cAMP-regulated guanine nucleotide exchange factor 3 (EPAC1): primary screen; Rap guanine nucleotide exchange factor 3 (Homo sapiens), O95398; EPAC1 agonist qHTS, biochemical assay; response scale: 100% = response to 6.5 mM cAMP; Potency, µM (highest dose often 154 µM), for the others: at the highest dose activation, usual class: activators; 360,000 compounds, 0.073% hits; AID 720707, 2013; further: nearly all actives have a fitted effect of over 60% in size
#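 Compounds were pinned as a concentration titration into mixtures of EPAC1 (100 nM), BODIPY-GDP-loaded Rap1B (250 nM) and GDP (50 uM). After 5 min at room temperature, fluorescence was followed for 30 min; activity was scaled to 6.5 mM cAMP.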
# EPAC2 ag: qHTS for Agonist of cAMP-regulated guanine nucleotide exchange factor 4 (EPAC2): primary screen | Potency, µM (series often up to 154 µM), without a hit: at the top dose activation, usual class: activators | EPAC2 activation, biochemical qHTS; response scale: 100% = 6.5 mM cAMP response | 360,000 compounds, 0.079% hits | AID 720711, 2013 | Rap guanine nucleotide exchange factor 4 (Homo sapiens), Q8WZA2; further: nearly all actives have a fitted effect of over 50% in size
# Target sequence (Q8WZA2 whole entry, looked up): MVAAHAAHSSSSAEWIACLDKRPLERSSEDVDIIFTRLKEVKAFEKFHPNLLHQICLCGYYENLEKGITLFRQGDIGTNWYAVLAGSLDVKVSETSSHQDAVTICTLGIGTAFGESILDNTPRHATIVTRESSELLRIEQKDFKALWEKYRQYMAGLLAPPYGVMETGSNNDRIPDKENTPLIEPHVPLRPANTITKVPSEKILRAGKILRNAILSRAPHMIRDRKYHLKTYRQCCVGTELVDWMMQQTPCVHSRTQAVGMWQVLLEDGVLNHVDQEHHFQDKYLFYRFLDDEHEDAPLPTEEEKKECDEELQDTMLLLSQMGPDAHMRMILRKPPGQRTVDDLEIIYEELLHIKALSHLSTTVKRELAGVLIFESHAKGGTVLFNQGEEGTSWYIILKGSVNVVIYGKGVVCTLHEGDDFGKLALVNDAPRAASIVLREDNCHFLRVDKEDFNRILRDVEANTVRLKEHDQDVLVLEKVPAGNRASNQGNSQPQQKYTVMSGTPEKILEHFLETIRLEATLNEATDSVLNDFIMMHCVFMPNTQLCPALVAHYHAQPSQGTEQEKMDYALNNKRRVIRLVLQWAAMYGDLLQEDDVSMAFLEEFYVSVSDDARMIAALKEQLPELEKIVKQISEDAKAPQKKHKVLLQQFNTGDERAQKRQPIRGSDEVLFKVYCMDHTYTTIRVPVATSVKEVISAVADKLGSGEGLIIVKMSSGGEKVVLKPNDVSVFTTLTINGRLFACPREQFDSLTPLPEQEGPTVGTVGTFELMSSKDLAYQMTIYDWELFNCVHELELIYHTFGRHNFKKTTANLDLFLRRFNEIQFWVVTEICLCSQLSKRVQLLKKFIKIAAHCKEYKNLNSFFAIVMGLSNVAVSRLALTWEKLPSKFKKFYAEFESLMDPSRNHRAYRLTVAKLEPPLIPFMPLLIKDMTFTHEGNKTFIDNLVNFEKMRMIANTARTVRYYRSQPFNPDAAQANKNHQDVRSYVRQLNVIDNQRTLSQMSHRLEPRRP
#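 Setup: EPAC2 100 nM, labeled Rap1B complex 250 nM, free GDP 50 uM. Compound titrations pinned in, brief spin, 5 min room temperature incubation. Kinetic fluorescence read over 30 min, normalized to 6.5 mM cAMP.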
# FUS suppressor: qHTS for Suppressors of FUS Proteinopathy: Primary screen using FUS-linked yeast assay; S. cerevisiae FUS-expressing, growth rescue, OD600, 24 h; Potency, µM (titrated, usually from 76.6 µM), for the others: top-dose growth rescue (activation), usual class: activators; 390,000 compounds, 0.24% hits; AID 1347120, 2019;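 further: plate controls were DMSO vehicle for no effect and reference control for full effect; nearly all actives have a fitted effect of over 55% in size; some results filed as inactive show a strong effect at the top dose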
#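 FUS-expressing yeast, raffinose-pregrown, induced in 2% galactose minimal medium at OD 0.005; compounds in a dilution series, 24hr at 30C. Growth restoration read as absorbance at 600 nm. CP55940 positive control, DMSO negative.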
# EPAC2 antag: qHTS for Antagonist of cAMP-regulated guanine nucleotide exchange factor 2 (EPAC2): primary screen; Potency, µM (doses to about 114 µM), for inactives: at the highest dose activity, negative = inhibition, actives largely listed as inhibitors; 360,000 compounds, 0.18% hits; AID 720708, 2013; EPAC2 GEF exchange of Rap1B-BODIPY-GDP, fluorescence; further: on the % scale 0 is the no-effect control and ±100 the full control effect; nearly all actives have a fitted effect of over 45% in size; many of its hits are not listed in these tables
# TDP43 rescue: qHTS of TDP-43 Inhibitors | TDP-43 expressing yeast growth rescue, BacTiter-Glo, 24 h | Potency, µM (series often up to 46.1 µM), for inactives: at the top dose growth rescue (activation), usual class: activators | 410,000 compounds, 1.8% hits | AID 652104, 2013; further: % of control where 0% means no effect; nearly all actives have a fitted effect of over 50% in size
#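 Yeast expressing TDP-43 (pregrown in raffinose, seeded at OD600=0.02 in galactose medium) exposed to compounds 24 hr at 30 deg C. Growth read by BacTiter-Glo luminescence; rescue of toxicity appears as increased signal.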
# aSyn yeast inh: qHTS of alpha-syn Inhibitors | AID 652106, 2013 | Potency, µM (titrated, usually from 46.1 µM), inactives show at the top dose growth rescue (activation), hits mostly activators | Yeast expressing alpha-synuclein, growth rescue, BacTiter-Glo, 24 h | 370,000 compounds, 0.14% hits; further: % of control where 0% means no effect; nearly all actives have a fitted effect of over 65% in size
#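 Readout is rescue of growth in alpha-synuclein-expressing yeast, so inhibitors of toxicity appear as activators. Growth after 24 hr at 30 deg C in galactose medium is quantified by luminescence.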
# PTHR1 agonist: qHTS for PTHR1 Agonists: Primary Screen; Potency, µM (doses to about 115 µM), for the others: top-dose activation, most hits filed as activators; HEK293 GP2 PTHR1 cells, GloSensor cAMP luminescence, 1 h; AID 743266, 2014; 410,000 compounds, 0.075% hits; Parathyroid hormone/parathyroid hormone-related peptide receptor (Homo sapiens), Q03431; further: nearly all actives have a fitted effect of over 55% in size; some results filed as inactive show a strong effect at the top dose; inactives centre near -15; many of its hits are not listed in these tables
#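 HEK-293-derived GP2 cells expressing PTHR1 and a GloSensor cAMP reporter, 3,000/well, plated overnight, given luciferin plus IBMX (each 0.5 mM as added) for 1 h at 37 °C, then compound for 1 h at 37 °C. Luminescence was read after 15 min at room temperature.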
# Numbers without * were called inactive; i = inactive; ? = inconclusive; . = no result given; [ ] = remark or other dose. The call rests on the fitted dose curve; in most records, active means well fitted curve in the direction sought with a large enough effect; inconclusive means small, poorly fitted or top-dose-only effect, or another doubt; inactive means no such curve, though single readings can be large; an effect the other way counts as inactive or inconclusive. Potency means the concentration at half of the fitted maximal effect. Some of the compounds tested; rates above refer to the full screens.
# Each structure is followed by: EPAC1 antagonist, EPAC1 ag, EPAC2 ag, FUS suppressor, EPAC2 antag, TDP43 rescue, aSyn yeast inh, PTHR1 agonist
- COc1cccc(NS(=O)(=O)c2ccc3c(c2)NC(=O)C(C)C(=O)N3)c1 (configuration not stated)
    9%, -1%, 4%, -2%, -4%, 10%, -2%, -7%
- COc1ccc(Nc2ncc(C#N)c(N)n2)c(OC)c1
    -9%, -2%, 7%, 7%, 3%, 22%, -4%, -26%
- CC1=C(C(=O)OC(C)C)C(c2ccc(Br)s2)NC(=O)N1C (configuration not stated)
    ?, 0%, 1%, 1%, -10%, -6%, 12%, -14%
- CCCCn1c(N)c(N(CCC(C)C)C(=O)C2CC(=O)N(c3ccc(OC)cc3OC)C2)c(=O)[nH]c1=O (configuration not stated)
    -15%, -3%, -17%, 15%, 4%, 14%, 1%, i
- O=C(CC1NCCNC1=O)Nc1ccccc1 (configuration not stated)
    -5%, 4%, -6%, -9%, 0%, -1%, -3%, i
- CCOc1ccc(C(=O)N[C@H](C(=O)Nc2cccc(S(=O)(=O)N3CCCCC3)c2)C(C)C)cc1
    -15%, 12%, -3%, ., -9%, 19%, 1%, i
- CCOCCCNC(=O)C1CCCN(S(=O)(=O)c2cccc3nsnc23)C1 (configuration not stated)
    -20%, -2%, 4%, 11%, 0%, -18%, -5%, -13%
- CC1=C(C(N)=O)C(c2ccc(Br)cc2)n2nc(CCCO)nc2N1 (configuration not stated)
    16%, -10%, -6%, -21%, 0%, 13%, 2%, i
- Cc1cccc(N(CC(=O)NC(C)(C)C)C(=O)CS(=O)CC(=O)Nc2ccc3c(c2)OCO3)c1 (configuration not stated)
    -5%, -4%, 0%, -17%, -5%, 7%, -3%, i
- O=C(Cn1cnc2c(NCc3ccccc3)ncnc21)NCc1nc2ccccc2[nH]1
    -4%, 10%, 7%, -10%, -1%, 28%, -2%, i
- COc1cc2c(cc1OC)[C@H](C)N(C(=O)CSc1nc(O)c(C(C)C)c(=O)[nH]1)CC2
    -6%, 1%, 3%, 3%, 5%, ?, -8%, -15%
- COc1ccccc1N(C)S(=O)(=O)c1ccc(C(=O)OCC(=O)Nc2ccccc2F)cc1
    -6%, -3%, 1%, ?, -1%, 13%, 16%, -12%
- COc1cccc(Nc2nc(C(N)C3CCCCC3)cs2)n1 (configuration not stated)
    0%, 5%, 14%, 2%, -9%, 24%, -19%, i
- CC(C)OP(=O)(c1ccc(N(C)C)cc1)C(O)c1ccc(Br)cc1 (configuration not stated)
    -27%, -6%, -1%, 19%, -2%, 4%, 10%, -14%
- COC(=O)Nc1sc2c(c1C(=O)NCc1ccco1)CCCC2
    0%, -7%, 1%, 24%, 9%, -7%, 17%, -9%[57.5 µM]
- CCC(=O)Nc1cc(C(=O)O)ccc1Sc1ccc(C)cc1
    -15%, -6%, 8%, -22%, -1%, 19%, 11%, -8%
- O=C(Nc1nc2nccc(-c3ccccc3)n2n1)C(Cl)(Cl)Cl
    -8%, 8%, -5%, -18%, 5%, 0%, 5%, i
- COc1cccc(NC(=O)c2cc(-c3ccc(C)o3)nc3ccccc23)c1
    -25%, -3%, 0%, ?, 4%, -12%, 5%, -31%[inhibitor]
- CCN(CC)CCCn1c(SCC(=O)Nc2cccc(F)c2)nnc1-c1ccoc1C
    18%, 0%, 4%, 6%, 3%, 10%, 0%, i
- Cc1ccccc1NC(=O)COc1coc(CN2CCN(c3ccccc3)CC2)cc1=O
    1%, -1%, -3%, 18%, -1%, 21%, 1%, -21%
- Cc1ccc(N2C(=O)C(O)(C(F)(F)F)C3=C2CC(C)(C)CC3=O)cc1C (configuration not stated)
    3%, 3%, -4%, 31%, -5%, -11%, -3%, -9%[57.5 µM]
- COc1ccc(C(=O)N2CCN(C(=O)Cc3ccccc3)CC2)cc1OC
    7%, 3%, 7%, -15%, -3%, -20%, 1%, -38%[inhibitor][57.5 µM]
- CCOc1ccc(NC(=O)CN2CCSc3ccc(S(=O)(=O)N4CCCC4)cc32)cc1
    ., ., ., 42%, ., 10%, 1%, -30%
- C[C@@H]1CCCCO[C@H](CN(C)Cc2ccc(C(F)(F)F)cc2)[C@H](C)CN([C@@H](C)CO)C(=O)c2cc(NC(=O)Cc3ccccc3)ccc2O1
    -18%, -25%, -17%, 28%, -7%, 2%, 1%, -34%[inhibitor]
- CN(CC(=O)Nc1ccccc1Cl)C(=O)c1cccc(S(=O)(=O)N2CCN(c3ccc(F)cc3)CC2)c1
    ?, -5%, 0%, ?, -13%, -6%, -2%, -76%[inhibitor]
- COc1ccc(/C=C/C(=O)Nc2ccccc2C(F)(F)F)cc1
    0%, -2%, -8%, ., 11%, 11%, -8%, i
- Nc1c(-c2cccc(Cl)c2)cnn1-c1cccc(C(F)(F)F)c1
    -27%, 0%, -4%, 13%, -17%, ?, 1%, i
- Cc1c(NC(=O)Nc2cc(Cl)ccc2Cl)c(=O)n(-c2ccccc2)n1C
    -17%, 20%, 0%, -9%, -1%, 12%, -4%, i
- COc1cc(/C=C2/NC(=O)N(Cc3ccccc3F)C2=O)ccc1O
    -4%, -4%, 4%, 35%, 4%, -6%, -3%, -12%
- CC(=O)Nc1cc(-c2nn(CC(=O)N3CCCCC3)c(=O)c3ccccc23)ccc1N1CCOCC1
    -2%, 17%, 11%, ?, -5%, -11%, -9%, i

# Four compounds picked at random from the list so far, as already listed:
# Each structure is followed by: EPAC1 antagonist, EPAC1 ag, EPAC2 ag, FUS suppressor, EPAC2 antag, TDP43 rescue, aSyn yeast inh, PTHR1 agonist
- CC(=O)Nc1cc(-c2nn(CC(=O)N3CCCCC3)c(=O)c3ccccc23)ccc1N1CCOCC1
    -2%, 17%, 11%, ?, -5%, -11%, -9%, i
- Nc1c(-c2cccc(Cl)c2)cnn1-c1cccc(C(F)(F)F)c1
    -27%, 0%, -4%, 13%, -17%, ?, 1%, i
- CN(CC(=O)Nc1ccccc1Cl)C(=O)c1cccc(S(=O)(=O)N2CCN(c3ccc(F)cc3)CC2)c1
    ?, -5%, 0%, ?, -13%, -6%, -2%, -76%[inhibitor]
- COc1ccc(Nc2ncc(C#N)c(N)n2)c(OC)c1
    -9%, -2%, 7%, 7%, 3%, 22%, -4%, -26%

# Next part:
# Each structure is followed by: EPAC1 antagonist, EPAC1 ag, EPAC2 ag, FUS suppressor, EPAC2 antag, TDP43 rescue, aSyn yeast inh, PTHR1 agonist
- C/C=C(/C)C(=O)Nc1cccc(C2=NOC3(C2)C[C@H](C(N)=O)N(C(=O)c2ccccc2)C3)c1 (some centres not stated)
    3%, -24%, 3%, -3%, 26%, 2%, -7%, -18%
- Cc1ccc(C)c(N2CCN(S(=O)(=O)c3cc4c(cc3C)NC(=O)CO4)CC2)c1
    2%, 7%, 3%, -7%, -6%, 4%, -3%, i
- CC(C)N1C(=O)CC2(CC[N+](C)(CCOC(=O)C(c3ccccc3)c3ccccc3)CC2)C1=O (configuration not stated)
    8%, 9%, -1%, ., 17%, 24%, 3%, i
- Cc1nc2scc(-c3ccccc3)c2c(=O)n1N
    -3%, 0%, 14%, -1%, 8%, 6%, 0%, -25%[57.5 µM]
- Nc1cc(=O)[nH]c(SCC(=O)N2CCN(S(=O)(=O)c3ccc4ccccc4c3)CC2)n1
    -6%, 7%, 12%, 30%, -4%, 17%[9.22 µM], 2%, i
- O=C(CN1C(=O)c2ccccc2S1(=O)=O)Nc1ccccc1
    2%, 1%, 5%, 28%, 0%, -14%, 1%, -81%[inhibitor][57.5 µM]
- CC(=O)NC1=NN(C(C)=O)C(C)(c2ccc(Br)cc2)S1 (configuration not stated)
    -16%, 5%, 4%, 3%, -8%, -4%, 6%, -6%
- COc1cccc(C(=O)CC(C(=O)O)c2ccc(F)cc2)c1 (configuration not stated)
    -5%, -5%, 2%, -4%, 3%, -11%[0.397 µM], 5%, 0%
- COc1ccc(Cc2nnc(SCC(=O)Nc3ncc(C)s3)o2)cc1
    4%, 13%, -5%, 20%, 1%, 14%, 2%, i
- Cc1ccc(C)c(N2CCN(C(=O)c3cc(S(=O)(=O)N4CCCCC4)cn3C)CC2)c1
    ., ., ., 1%, ., 16%, 0%, i
- CC1=C(C(=O)Nc2ccccn2)C(c2ccc(Br)cc2)NC(=S)N1 (configuration not stated)
    -4%, -1%, -1%, 28%, 7%, 7%, -6%, -40%[inhibitor]
- O=C(COc1ccccc1Cl)NNC(=O)C1CCCO1 (configuration not stated)
    5%, 6%, 4%, -56%, 3%, 12%, -7%, i
- COc1ccccc1CN1CCNC(=O)C1CC(=O)NC1CCCCCC1 (configuration not stated)
    -9%, -21%, -5%, 26%, 1%, -5%, -1%, 7%
- Cc1cc(NS(=O)(=O)c2ccc(NC(=O)c3oc4ccccc4c3C)cc2)no1
    1%, 4%, 5%, 1%, 12%, -23%, -7%, i
- CC#CCCCC(=O)Nc1cccc(C(=O)O)c1
    8%, 3%, 3%, 7%, 0%, 17%, 7%, i
- Cc1c(C(=O)NNC(=S)Nc2ccc(S(N)(=O)=O)cc2)oc2ccccc12
    -4%, 0%, 6%, 9%, ?, ?, -10%, -1%
- CN1CCN(C(=O)NC2CCCN2S(=O)(=O)c2ccc(Cl)cc2)CC1 (configuration not stated)
    -7%, 3%, 6%, ., -1%, 3%, -1%, i
- O=C(NC1CCCCC1)N1CCCC1
    9%, 7%, 3%, -9%, 3%, 8%, -5%, i
- Cc1ccc(S(=O)(=O)N(C)C[C@H]2Oc3cc(Br)ccc3S(=O)(=O)N([C@H](C)CO)C[C@H]2C)cc1
    3%, -3%, 3%, 41%, -22%, 13%, 12%, -10%
- COc1ccc(CC/C(C)=N\NC(N)=O)cc1
    4%, -5%, 4%, ., 2%, 18%, -4%, 9%
- O=C(NCc1ccco1)c1cc([N+](=O)[O-])ccc1Cl
    -13%, 2%, 15%, -12%, 18%, 15%, 6%, -3%
- CS(=O)(=O)Nc1ccccc1C(=O)OCC(=O)NCc1cccs1
    3%, 3%, -2%, -9%, 8%, 11%, -4%, -16%
- OCCCc1nc2n(n1)C(c1ccccc1Cl)C=C(c1cccs1)N2 (configuration not stated)
    3%, 7%, -2%, ?, 1%, 1%, 1%, -1%[57.5 µM]

# Screening results (PubChem)
